Vif imaging: HIV Vif self-association inhibitors, primary screen, imaging, HEK293T, single point; inhibition, % at 7.49 µM; actives 0.35% (n = 340,000); AID 602346, 2012; HEK293T cells, Vif self-association by quenched fluorescence, 24 h; in the data active = inhibition above about 50%, passing the limit was not always enough; note: some results filed as inactive read as strong as hits
NOD2 RIPK2 PPI: NOD2-RIPK2 binding disruptors in cells, primary screen, fluorescence, CHO cells, BLA complementation; CCF4 ratio; inhibition, % at 4.98 µM; actives 0.38% (n = 360,000); AID 624267, 2012; in the data active = inhibition above about 21%;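 note: 0% = vehicle only and 100% = reference blocker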
SRC1 inh: SRC1 coactivator transcriptional activity inhibitors, primary screen, cell-based, luminescence; Nuclear receptor coactivator 1 (Homo sapiens), Q15788; HEK293 GAL4-SRC1 luciferase reporter; inhibition, % at 3.6 µM; actives 0.12% (n = 360,000);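 active = inhibition above the campaign mean plus 3 SD, with each screening campaign given its own cutoff, cut at about 60% in these data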;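 note: 0% = DMSO treated cells and 100% = gossypol at 36 µM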
COUP-TFII inh: NR2F2 transcriptional activity inhibitors, primary screen, cell-based, luciferase reporter, HEK293T, luminescence; HEK293T NGFI-A luciferase reporter; actives 0.7% (n = 370,000); inhibition, % at 8.6 µM; AID 686940, 2013; COUP transcription factor 2 (Homo sapiens), P24468;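 active = inhibition above a per-plate cutoff, mean inhibition of test wells between control levels plus 3 SD, cut at about 38% in these data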;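 note: cells cotransfected with COUP-TFII expression vector driving the NGFI-A reporter; 0% = median of COUP-TF2 test wells and 100% = reporter-only cells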
TRAIL sens C8: viability loss with TRAIL in NB7+C8 cells, primary screen, TRAIL sensitizer project, cell-based, ATPlite luminescence; inhibition (viability loss, TRAIL sensitization), % at 10 µM; actives 1% (n = 360,000); AID 624354, 2012;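 active = compounds causing at least 50% loss of cell viability in the single-dose screen, relative to plate controls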
LRH-1 inv ag: LRH-1 (NR5A2) inverse agonists, primary screen, cell-based, luminescence, HEK293T, StAR-luciferase reporter; LRH-1 transfected, 24 h; actives 0.13% (n = 360,000); Nuclear receptor subfamily 5 group A member 2 (Homo sapiens), O00482; inhibition, % at 3.6 µM;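 active = inhibition above the mean inhibition of all tested compounds plus 3 SD, cut at about 73% in these data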;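 note: 0% = DMSO wells and 100% = reporter-only cells lacking LRH-1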
LMP1 NFkB inh: EBV LMP1-driven NF-kappaB luciferase reporter inhibitors, primary screen, cell-based, luminescence, single point; LMP1-induced NF-kappaB luciferase reporter cells; inhibition, % at 12.5 µM; actives 0.69% (n = 350,000); AID 504558, 2011; in the data active = inhibition above about 41%;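 note: 0% = neutral control wells and 100% = reference inhibitor control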
NCOA3 inh: SRC3 coactivator transcriptional activity inhibitors, primary screen, cell-based, luminescence. Nuclear receptor coactivator 3 (Homo sapiens), Q9Y6Q9. HEK293 GAL4-SRC3 luciferase reporter. inhibition, % at 3.6 µM. actives 0.17% (n = 360,000). AID 588352, 2011;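 active = inhibition above a per-campaign cutoff, the mean of all compounds plus 3 SD, cut at about 60% in these data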;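 note: 0% = DMSO-treated cells and 100% = gossypol-treated cells at 36 µM; higher means less SRC3-driven luciferase light from the GAL4 reporter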
TROY signal inh: inhibitors of TROY-driven NF-kB signaling, primary screen, Q293 LMP1-TROYcd cells, NF-kB luciferase, uHTS; Q293 LMP1-TROYcd NF-kB luciferase reporter, 4 h; inhibition, % at 10 µM; actives 0.98% (n = 360,000); AID 1347056, 2019;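 active = compounds whose plate-normalised and pattern-corrected inhibition of the luciferase reporter signal at the single screening dose is 50% or more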
TLR9-MyD88 inh: inhibitors of TLR9-MyD88 association in cells, primary screen, cell-based, CHO, BLA complementation, fluorescence. Toll-like receptor 9 (Homo sapiens) + Myeloid differentiation primary response protein …. CCF4 FRET ratio. inhibition, % at 4.98 µM. actives 0.21% (n = 340,000). AID 504734, 2011;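 active = inhibition above the mean over all tested compounds plus 3 SD, cut at about 21% in these data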;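 note: 0% = DMSO only wells and 100% = clavulanate BLA inhibitor control wells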
Target sequence (Q99836 whole entry, looked up): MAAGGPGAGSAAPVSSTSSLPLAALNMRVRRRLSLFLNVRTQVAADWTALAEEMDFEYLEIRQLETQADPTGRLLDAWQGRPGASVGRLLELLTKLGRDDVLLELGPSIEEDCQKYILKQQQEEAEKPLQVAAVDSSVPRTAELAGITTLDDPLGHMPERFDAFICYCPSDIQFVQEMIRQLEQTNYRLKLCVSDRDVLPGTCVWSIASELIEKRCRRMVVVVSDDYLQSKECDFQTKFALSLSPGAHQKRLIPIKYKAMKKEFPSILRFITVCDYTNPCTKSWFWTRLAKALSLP
Target sequence (Q9NR96 whole entry, looked up): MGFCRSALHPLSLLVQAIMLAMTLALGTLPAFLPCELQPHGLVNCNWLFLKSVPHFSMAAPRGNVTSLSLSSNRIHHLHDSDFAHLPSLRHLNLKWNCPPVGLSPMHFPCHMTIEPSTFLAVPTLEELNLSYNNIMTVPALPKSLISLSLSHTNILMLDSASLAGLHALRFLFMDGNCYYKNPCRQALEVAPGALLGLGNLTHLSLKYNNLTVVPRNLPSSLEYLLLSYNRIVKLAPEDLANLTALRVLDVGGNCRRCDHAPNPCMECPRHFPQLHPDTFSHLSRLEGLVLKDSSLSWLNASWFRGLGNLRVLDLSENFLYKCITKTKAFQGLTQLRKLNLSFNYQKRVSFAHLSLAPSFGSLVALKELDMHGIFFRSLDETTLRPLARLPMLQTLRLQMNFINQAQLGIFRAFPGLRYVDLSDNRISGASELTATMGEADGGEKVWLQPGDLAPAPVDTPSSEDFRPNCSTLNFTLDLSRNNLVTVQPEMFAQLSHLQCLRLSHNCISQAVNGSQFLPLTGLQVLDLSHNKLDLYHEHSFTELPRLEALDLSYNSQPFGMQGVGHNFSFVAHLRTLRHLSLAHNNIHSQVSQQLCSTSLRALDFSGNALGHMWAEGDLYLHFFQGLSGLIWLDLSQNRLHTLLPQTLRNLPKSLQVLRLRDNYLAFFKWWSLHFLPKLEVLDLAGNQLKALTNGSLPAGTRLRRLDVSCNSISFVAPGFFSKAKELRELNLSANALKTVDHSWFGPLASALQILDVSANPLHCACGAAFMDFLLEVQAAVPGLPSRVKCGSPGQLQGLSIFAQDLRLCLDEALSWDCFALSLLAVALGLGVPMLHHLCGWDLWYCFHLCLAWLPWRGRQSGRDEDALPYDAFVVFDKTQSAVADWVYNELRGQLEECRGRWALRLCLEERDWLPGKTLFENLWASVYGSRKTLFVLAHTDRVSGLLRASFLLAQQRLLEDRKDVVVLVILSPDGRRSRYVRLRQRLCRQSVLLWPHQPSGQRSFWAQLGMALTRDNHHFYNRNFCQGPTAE
SRC2 inh: inhibition of GAL4-SRC2 driven luciferase reporter, primary screen, SRC2 inhibitor project, cell-based, luminescence; Nuclear receptor coactivator 2 (Homo sapiens), Q15596; HEK293 GAL4-SRC2 luciferase reporter; inhibition, % at 9 µM; actives 0.17% (n = 370,000); AID 651957, 2012;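 active = inhibition above the mean inhibition of all tested compounds plus 3 SD, set per campaign, cut at about 52% in these data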;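 note: 0% = DMSO treated cells and 100% = cells given Gossypol at 36 µM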
The depositor's hits bear a star; . = not tested or not shown. These rows are one share of the data (hit frequency here may not be typical).

nr	molecule	Vif imaging	NOD2 RIPK2 PPI	SRC1 inh	COUP-TFII inh	TRAIL sens C8	LRH-1 inv ag	LMP1 NFkB inh	NCOA3 inh	TROY signal inh	TLR9-MyD88 inh	SRC2 inh
1	N#Cc1c(-c2ccccc2)ccn(Cc2ccccc2Cl)c1=O	.	-3	1	9	-14	-3	-8	26	-11	1	-3
2	Cc1ccc(C(=O)Oc2cc(N)n(S(=O)(=O)c3ccc(C)cc3)n2)cc1	-2	9	-12	-1	-2	10	10	9	43	11	0
3	COc1c(C)cccc1C(=O)NC(=S)Nc1ccc2c(c1)Cc1ccccc1-2	4	-4	6	-11	1	-3	20	6	-9	3	-5
4	CC(=O)Nc1ccc(NC(=O)CSc2nnc(-c3ccc(NS(C)(=O)=O)cc3)n2C)cc1C	0	1	12	0	6	-17	1	4	-3	-2	-11
5	COc1ccc(CNC(=O)CN2C(=O)COc3ccc(S(=O)(=O)N4CCC(C)CC4)cc32)cc1	-4	3	1	-19	2	11	2	-3	2	10	-11
6	O=C(Nc1ccc(Cl)cc1)Nc1nnc(Cc2ccc([N+](=O)[O-])cc2)s1	-3	-6	-27	0	2	5	-11	10	-15	9	-7
7	CCn1ncc(Br)c1C(=O)Nc1cccc(C(C)=O)c1	-1	11	-10	-2	-17	9	-4	5	-4	-14	-10
8	COc1ccc(NS(=O)(=O)c2cccc(C(=O)NCc3ccccc3CN3CCOCC3)c2)cc1	-13	6	-5	-3	30	-4	12	7	-1	-1	18
9	COc1ccc(NS(=O)(=O)c2cc(OC)ccc2NC(=O)c2cc(C)oc2C)cc1	-7	4	5	12	38	22	8	6	5	-1	-1
10	CCN1C(=O)[C@H]2[C@H]3CN=C(SCc4ccc(C)cc4)N3[C@@](CC)(C(=O)OC)[C@H]2C1=O	-3	-4	14	-11	-12	-22	2	-3	11	-4	13

Two records drawn at random from the list so far, as already listed:
nr	molecule	Vif imaging	NOD2 RIPK2 PPI	SRC1 inh	COUP-TFII inh	TRAIL sens C8	LRH-1 inv ag	LMP1 NFkB inh	NCOA3 inh	TROY signal inh	TLR9-MyD88 inh	SRC2 inh
7	CCn1ncc(Br)c1C(=O)Nc1cccc(C(C)=O)c1	-1	11	-10	-2	-17	9	-4	5	-4	-14	-10
4	CC(=O)Nc1ccc(NC(=O)CSc2nnc(-c3ccc(NS(C)(=O)=O)cc3)n2C)cc1C	0	1	12	0	6	-17	1	4	-3	-2	-11

Continued.
nr	molecule	Vif imaging	NOD2 RIPK2 PPI	SRC1 inh	COUP-TFII inh	TRAIL sens C8	LRH-1 inv ag	LMP1 NFkB inh	NCOA3 inh	TROY signal inh	TLR9-MyD88 inh	SRC2 inh
11	O=C(CN1C(=O)/C(=C/c2cccc(Cl)c2)SC1=S)NC1C=CS(=O)(=O)C1 (centres undefined)	2	2	13	-12	7	19	-5	4	6	-10	-12
12	Cc1ccc(/C=C/C(=O)Nc2sc3c(c2C#N)CCCC3)o1	-1	-6	-8	-15	25	-32	-5	-7	-17	-1	-30
13	O=C(Nc1ccon1)Nc1ccccc1C(F)(F)F	.	-3	-21	11	-4	-5	-36	4	21	1	0
14	CCC(C)NCCCCOc1ccc(Cl)cc1C (centres undefined)	-8	8	-19	-17	-4	-5	-6	-19	11	4	26
15	Clc1ccc(-n2c(SCc3nc4ccccc4[nH]3)nnc2-c2ccncc2)cc1	2	0	-2	12	-4	8	4	7	4	-14	5
16	CC1CCN(C(=O)CCCOc2ccc(Cl)cc2)CC1	2	-6	-38	-7	-5	-27	-14	-12	-49	-9	-61
17	CC(=O)Nc1ccc(C(=O)OCCc2ccccc2)cc1	12	5	-20	-31	-8	-18	-20	-22	-79	-5	-34
18	NS(=O)(=O)c1ccc(NC(=O)CSc2nc3ccccc3n2-c2ccccc2)cc1	1	2	-2	16	20	11	2	23	29	6	4
19	NS(=O)(=O)c1ccc(N/N=C/c2ccc[nH]2)c([N+](=O)[O-])c1	-4	-7	3	-11	4	14	9	1	-16	1	11
20	COc1ccc(NC(=O)N2CCCC2C(=O)NCCc2ccccc2)cc1 (centres undefined)	6	-7	13	6	0	-16	-4	-17	-32	-18	-4
21	CCOC(=O)c1c(C)nc2sc3c(c2c1-c1ccc(OC)cc1)NC(c1ccc(OC)cc1)NC3=O (centres undefined)	-3	-9	-11	2	-11	17	0	0	13	-8	-10
22	CCCCn1c(N)c(N(CC)C(=O)c2ccc(Cl)c([N+](=O)[O-])c2)c(=O)[nH]c1=O	8	-3	-13	14	0	10	4	-13	5	8	-15
23	CCOc1c(C)cc(S(=O)(=O)NCc2ccccn2)c(C)c1C	-3	6	-12	-9	-9	-18	0	12	-8	2	24
24	NC(=S)c1c(Cl)cc(C(F)(F)F)cc1Cl	2	6	3	2	-19	2	1	9	-14	-10	-17
25	Cn1c(=O)n(C)c2cc(S(=O)(=O)N3CCN(c4ccccc4)CC3)ccc21	-1	3	-13	4	6	-8	-4	16	-2	-2	-36
26	CC1CCCC(NC(=O)CCS(=O)(=O)c2cc3c(cc2Cl)NC(=O)CO3)C1C (centres undefined)	-3	3	1	-9	-19	-7	7	3	-5	4	-5
27	CC(C)(C)C(=O)Nc1ccc(-c2cc3cc(Cl)ccc3o2)cc1	28	11	18	53*	26	18	-8	44	61*	-6	45
28	COc1ccc(C(CNC(=O)c2cccc(S(=O)(=O)Nc3cccc(C)c3)c2)N2CCOCC2)cc1 (centres undefined)	0	0	-6	11	5	14	2	9	-1	0	11
29	C[C@H]1CCCCO[C@H](CN(C)C(=O)C2CCCCC2)[C@@H](C)CN([C@@H](C)CO)C(=O)c2cc(NC(=O)NC3CCCCC3)ccc2O1	1	-4	-6	12	8	-7	2	-15	2	-14	-9
30	COc1ccc(/C=N/NC(=O)CNC(=O)/C=C/c2ccccc2OC)cc1	1	9	-9	-1	2	-20	3	-7	-7	4	3
31	Cc1ccc2c(c1)N(S(=O)(=O)c1cc(-c3onc(C)c3C)ccc1C)CCO2	-8	-10	-7	21	27	-9	6	-13	25	13	0
32	Cc1ccc(NCc2n[nH]c(=S)n2-c2ccccc2)cc1	-2	0	0	-3	2	17	-20	2	22	4	1
33	CCCC1CCC(=C(C#N)C(N)=O)CC1 (centres undefined)	0	-5	22	11	-7	8	-3	19	-15	7	7
34	CCOC(=O)C1Cc2ccccc2CN1 (centres undefined)	.	-5	0	2	-6	8	7	25	0	0	4
35	O=C1CN(C(=O)COC(=O)c2ccc(Br)o2)c2ccccc2N1	-2	-1	-8	-2	3	-6	1	3	-4	-8	14
36	O=C(CNS(=O)(=O)c1ccc(Br)cc1)NCc1cccnc1	.	11	5	-7	16	16	2	2	14	6	1
37	CCCC(=O)Nc1nc2ccc(OCC)cc2s1	16	-4	-107	-34	21	-111	-38	-77	-46	-1	-47
38	CCc1ccc(N2C(=O)C3C4CCC(C4=C(C)C)C3C2=O)cc1 (centres undefined)	-12	-3	9	-12	3	6	12	7	5	-4	3
39	CCCCCCN1C=C/C(=C\C=C(C#N)C#N)c2ccccc21	5	-2	-12	7	20	-19	26	9	8	-2	12
40	O=C(Nc1ccccc1)NC1CC2CCC(C1)N2Cc1nnnn1Cc1ccc2c(c1)OCO2 (centres undefined)	.	-2	-7	-2	4	-7	3	28	15	-6	-19
41	CC(C)CC(NC(=O)c1cccc(Cl)c1)C(=O)O (centres undefined)	-7	2	-4	-9	-1	-4	15	10	-8	6	-6
42	COC(=O)c1ccc(NC(=O)CSc2nn3c(=O)c(C)nnc3s2)cc1	-6	-7	-11	-5	-13	51	-8	7	-5	-3	-2
43	CN1CCN([C@H]2CS(=O)(=O)N[C@@H]2COCc2ccccc2)CC1	.	-1	6	3	9	-5	.	-1	-6	.	9
44	Cc1ccc(S(=O)(=O)N2CCCN(S(=O)(=O)c3ccc4c(c3)OCCO4)CC2)cc1	-2	-5	-6	10	19	-19	3	-2	19	-27	-8
45	Cc1ccc(CNS(=O)(=O)c2ccc3c(c2)NC(=O)CO3)cc1	-3	7	-9	11	-13	-2	-2	13	-1	-10	-4
46	CCc1ccccc1NC(=O)CN(c1ccc(OC)cc1OC)S(=O)(=O)c1ccccc1	-1	7	-21	1	0	-2	25	-17	10	-4	-8
47	COc1ccc(NC(=O)c2cc(S(=O)(=O)N3CCc4ccccc43)cn2C)c(OC)c1	.	1	-5	.	-5	13	2	5	7	2	.
48	COc1ccc(C(C(=O)NC(C)(C)C)N(Cc2cccnc2)C(=O)CCC(=O)Nc2cc(C)on2)cc1 (centres undefined)	0	-12	-16	-2	-4	-6	-1	-4	0	-3	5
49	Cc1noc(/C=C/c2cccs2)c1S(=O)(=O)N1CCC(C(=O)NCCCN2CCCC(C)C2)CC1 (centres undefined)	1	-17	-9	-15	-4	6	-4	-3	22	-8	14
50	COc1ccc([N+](=O)[O-])cc1NC(=O)C(C)Sc1nc(-c2ccccc2)cs1 (centres undefined)	-4	-13	4	9	0	-5	-4	10	7	-3	-15
51	COc1ccc(C(=O)Nc2cc([N+](=O)[O-])ccc2N2CCN(C)CC2)cc1	0	-2	-23	-10	1	15	13	8	8	1	-1

Quoted from the listing:
#42 in LMP1 NFkB inh is entered as -8
#46 in TLR9-MyD88 inh is entered as -4
